Bioassay records: PubChem BioAssay, Small Molecule Screening Facility, UW Madison
SSB-PriA inh – blocks PriA binding to SSB C-terminal tail; AlphaScreen SSBct-PriA binding, biotinylated peptide; inhibition, % at 33 µM; actives 0.6% (n = 430,000); AID 1272365; in the data active = inhibition mostly above about 37%, no sharp cut-off; inactive = mostly below about 20%;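 also: plate controls were negative control peptide for no effect and reference peptide for full effect; strong numbers were not always called active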
Active calls of the source: *; & = joins results of further samples. The list is partial (hit frequency here may not be typical).

SMILES | SSB-PriA inh
O=C(Oc1ccc2nc(N3CCCC3)sc2c1)c1ccc(S(=O)(=O)N2CCc3ccccc3C2)cc1 | 0.0
COc1ccc(C=NNC(=O)C2=NNC(=O)C2C)cc1 (stereo unspecified) | -8.2
Cc1cc(C)n(-c2cc(NCCNC(=O)c3ccc(F)cc3Cl)ncn2)n1 | -6.0
COc1ccc(-n2c(O)c(C=Nn3cnnc3)c3ccccc3c2=O)cc1 | 19.1
Cc1ccc2nc(Cl)c(CC3CC(c4ccc(Br)cc4)=NN3C(=O)CCCC(=O)O)cc2c1 (stereo unspecified) | 2.0
COc1ccc(F)cc1S(=O)(=O)NCCN1CCC(c2cccs2)CC1 | -1.0
CC(=O)ON=C(C)c1ncc(C(F)(F)F)cc1N1CCOCC1 | -11.0
CN(C)C(CNC(=O)Nc1ccccc1)c1ccsc1 (stereo unspecified) | -6.0
Cc1ccc(Nc2nc(C)cc(N3CCN(C(=O)c4cccs4)CC3)n2)cc1 | 0.0
CC(C)S(=O)(=O)c1ccc(CC(=O)NCCn2ccc(-c3ccccn3)n2)cc1 | -4.0
Cc1csc(C(=O)NCCc2nc(-c3ccco3)cn2C)c1 | -22.0
Cc1cc(C)n(CC(=O)Nc2ccc(C(C)C)cc2)c(=O)c1-c1nc(-c2ccc(F)cc2)no1 | -1.0
Cc1noc(C)c1CC(=O)O | -5.0&-4.0
Cc1cc(C)nc(N=C(NC(=O)Nc2cccc(Cl)c2)Nc2ccccc2)n1 | 5.3
CCOC(=O)c1sc(N=NC(C(=O)Nc2ccc([N+](=O)[O-])cc2)=C(C)O)c(C(=O)OCC)c1C | 0.0
O=C(Nc1c(F)cccc1F)N1CCO[C@H](c2cc(Cl)cc(Cl)c2)C1 | -10.0
O=C1/C(=C/c2ccncc2)Oc2c1ccc1c2CN(Cc2c(F)cccc2Cl)CO1 | -10.0
O=C(CN1C(=O)CCC1=O)Nc1ccc(-c2csc(Nc3cccnc3)n2)cc1 | 4.0
COc1ccc(-n2nc3c(c2NC(=O)Cc2cccc4ccccc24)CS(=O)C3)cc1 (stereo unspecified) | -15.0
O=C(NCCn1cnc2ccsc2c1=O)c1cc(-c2ccc(F)cc2)c[nH]1 | 8.0
O=S(=O)(Nc1cccc(C(F)(F)F)c1)c1c(F)cccc1F | 4.0
O=C(NN=Cc1ccccc1OCc1ccccc1Cl)c1cccnc1 | -10.5
CN(C)S(=O)(=O)c1ccc2c3c(cccc13)C(=O)N2C(=O)C1CCCCC1 | 7.0
COc1ccc2nc(NC(=O)c3cc(C)n(C)n3)sc2c1 | -2.0
CC(O)(CNC(=O)Nc1ccccc1)c1ccc(-c2ccccc2)cc1 (stereo unspecified) | -7.0
CCCCN(CC)S(=O)(=O)c1ccc2oc(-c3nc(-c4ccc(SC)cc4)no3)c(C)c2c1 | -4.0
COc1ccc2nc(-c3ccc(NC(=O)c4ccccc4C(F)(F)F)cc3)cn2n1 | -8.0
NC(=O)c1ccccc1OCC#CCNC(=O)c1cc(-c2ccco2)[nH]n1 | 3.0
O=C(O)c1ccccc1-n1cccc1 | -13.0
c1ccc2sc(C3CCCN3)nc2c1 (stereo unspecified) | -11.0
COc1ccc(-c2ccc(S(=O)(=O)Nc3cccc(OC)c3)cc2)cc1 | 4.0
Brc1ccc(-c2nc(NN=Cc3cccnc3)c3ccccc3n2)cc1 | -19.7
O=C(NCc1ccccc1F)C(=O)NC[C@@H](c1cccs1)S(=O)(=O)c1ccc(F)cc1 | -4.0
COc1ccc(C[C@](C)(O)CNS(=O)(=O)/C=C/c2ccc(C)cc2)cc1 | -5.0
Cc1nc(C)c(-c2ccc(SCC(N)=O)nn2)s1 | -14.0
Cc1cccc(N2CCN(C(=O)C3CCN(c4ccc(C)nn4)CC3)CC2)c1 | 3.0
Cc1cc(SCC(=O)Nc2nc(-c3ccccc3)ns2)nc2ccccc12 | -8.0&1.0
COc1ccccc1N1CCN(N=Cc2cccc(Cl)c2)CC1 | 15.2
Cc1cc(C)c2nc(C)cc(NC(=O)COc3ccccc3)c2c1 | -17.0
CC(C)c1ccc(CC(=O)Nc2nnc(Cc3cccs3)o2)cc1 | 15.0
CCN1C(=O)C(C)(C)COc2ccc(NC(=O)CN3C(=O)c4ccccc4C3=O)cc21 | 26.0
O=C(NCCc1ccccc1)Nc1ccc(Cl)c(Cl)c1 | -7.0
Cc1ccc(-c2ccc(=O)n(CCCC(=O)Nc3ccc(C)c(F)c3)n2)cc1 | 1.0
O=C(C1c2ccccc2Oc2ccccc21)N1C2C=CCC1CC2 (stereo unspecified) | -1.0
Cc1cc(C)n(-c2nnc(C)n2N=Cc2ccccc2F)n1 | -12.4
CC(=NNC(=O)c1cccc(C)c1)c1cccc(NC(=O)c2ccco2)c1 | 9.3
O=C(Nc1cc(Cl)cc(Cl)c1)c1ccc2c(c1)CCCC2 | -6.0&-4.0
O=C(COc1ccc(Cl)cc1)NCC(c1ccsc1)N1CCc2ccccc2C1 (stereo unspecified) | -3.0
Cc1cc(OC2CCN(S(=O)(=O)c3ccccc3C(F)(F)F)C2)cc(=O)n1C (stereo unspecified) | 0.0
O=C(CSc1nc(=O)n(Cc2ccncc2)c2c1CCCC2)N1CCN(c2ccccc2)CC1 | -17.0
O=C(NCCn1nc(-c2ccsc2)cc1C1CC1)c1ccc2nsnc2c1 | 6.0
CCc1nnc(C2CCN(C(=O)c3cccs3)CC2)s1 | 0.0
COc1ccc(C(=O)Nc2c(N)nc(SC)[nH]c2=O)cc1 | -1.0
O=S(=O)(Cc1nc(-c2ccc3c(c2)OCO3)no1)c1ccc(Br)cc1 | 10.0
C[C@](O)(CNS(=O)(=O)c1ccccc1F)c1cc2ccccc2s1 | -10.0
Cc1ccc(-n2ncc3c(C)nnc(SCC(=O)Nc4ccc(C(N)=O)cc4)c32)cc1C | -5.0&-1.0
COc1ccc(S(=O)(=O)[C@@H](CNC(=O)c2ccccc2C(F)(F)F)c2cccs2)cc1 | -6.0
Cc1ccccc1C(=O)NC1CCCC(O)C1 (stereo unspecified) | -2.0
COC(=O)Cn1c(=NC(=O)c2ccc(C#N)cc2)sc2c(C)cc(C)cc21 | 2.0
C=CCNc1nn(CC(=O)NCc2ccccc2Cl)c(N)c1-c1nc(-c2ccc(Cl)cc2)no1 | -15.0&-12.0

(more compounds)
SMILES | SSB-PriA inh
COc1ccc(Br)c(C(=O)N2CC(N3C(=O)C4CC=CCC4C3=O)C2)c1 (stereo unspecified) | 3.0
CCN(CC)CCN(C(=O)c1ccc2ncsc2c1)c1nc2ccc(Cl)cc2s1 | -22.0
Cc1ccccc1C1CC(c2ccsc2)=NN1C(=O)c1ccc(Br)o1 (stereo unspecified) | -15.0
OCCC1CN(C(=S)Nc2ccccc2)CCN1Cc1ccc(F)cc1 (stereo unspecified) | 12.0
Cc1ccc(C)c(S(=O)(=O)NC(C)C(=O)Nc2ccc(Cl)c(Cl)c2)c1 (stereo unspecified) | 1.0
O=C(Cn1ccn2nc(-c3cccs3)cc2c1=O)Nc1ccc2c(c1)CCC2 | -8.0
O=S(=O)(NCCn1ccn2nccc12)c1ccc(Cl)s1 | -12.0
CCOc1ccc2nc(NC(=O)Cc3ccc(S(C)(=O)=O)cc3)sc2c1 | -3.0
CC(=O)NC1C(OCCCN2C(=O)c3ccccc3C2=O)OC(COC(C)=O)C(OC(C)=O)C1OC(C)=O (stereo unspecified) | -11.0
Cc1ccc(-c2csc3nnc(SCC(=O)Nc4nsc(-c5ccccc5)n4)n23)cc1C | 4.0
O=C(N1CC(S(=O)(=O)Cc2ccco2)C1)C1(c2ccccc2)CCOCC1 | -7.0
C/C(CSc1nc2ccccc2c(=O)n1-c1ccccc1)=N/O | 3.0
O=C(NCc1ccnc(N2CCCCC2)n1)c1ccccc1F | -12.0
O=C(Cn1nc(-c2ccc3c(c2)OCO3)ccc1=O)N1CCN(c2ccccc2)CC1 | 1.0
Cc1cc(C)c2sc(NC(=O)c3ccnn3C)nc2c1 | 6.0
COc1nn(C)cc1C(=O)N[C@@H](C)Cc1ccco1 | -11.0
Cc1cc(C(=O)NN=Cc2ccccc2[N+](=O)[O-])c(C)o1 | -2.0
COC(=O)c1ccsc1NC(=O)C1CCCCN1S(=O)(=O)c1cccs1 (stereo unspecified) | -5.0
COCc1c(C(=O)NN=Cc2cccnc2)nnn1-c1nonc1N | -10.8
CN1C(=O)c2cccc(NC(=O)C3c4ccccc4Oc4ccccc43)c2C1=O | -15.0
CC(C)Oc1ccc(C(=O)NCC2CCN(C(C)C)CC2)cc1 | -4.0
C/C(C=NNC(=O)c1nnn(-c2nonc2N)c1CN1CCCCC1)=C\c1ccccc1 | 1.1
CCSc1ccccc1C(=O)Nc1nc(-c2ccc(OC)c(OC)c2)cs1 | 1.0
O=C(NNC(=O)c1ccccn1)c1ccccn1 | 57.5*
COC(=O)c1ccc(C(=O)Nc2nnc(-c3cc(C)n(C)n3)o2)cc1 | 95.0*
O=C(NCCC1=CCCCC1)c1ccc(Cn2c(=O)[nH]c3ccccc3c2=O)cc1 | -7.0
O=C(NCc1cccs1)c1[nH]nc2c1COc1ccccc1-2 | -4.0
CC(C)C(=O)N1CCCc2ccc(NC(=O)C(=O)NCCC3=CCCCC3)cc21 | 1.0
COC(=O)c1ccc(-c2cc(C(=O)O)c3[nH]c(C)nc3n2)cc1 | -12.0
CCn1nnc2c(=O)n(CC(=O)N3CCCc4ccccc43)cnc21 | -10.0
COc1ccc(C(O)CNC(=O)c2cc(C)cs2)cc1OC (stereo unspecified) | -10.0
CCC(=O)Nc1ccc(S(=O)(=O)NCc2ccsc2)c(C)c1 | -12.0&-7.0
COc1cccc(CNC(=O)Cn2cccc(-c3nc(-c4ccc(Cl)cc4)no3)c2=O)c1 | -7.0
Cc1cc(C)c(C)c(S(=O)(=O)n2ccnc2)c1C | 6.0
O=C(CCCc1ccccc1)N1CCN(c2cc(Nc3ccccn3)ncn2)CC1 | 5.0
Cc1cc(C)cc(-n2ncc3c(N(C)C)ncnc32)c1 | 8.0
O=S(=O)(NC1CCC(Oc2ncccn2)CC1)C1CC1 (stereo unspecified) | -5.0
O=C(c1cc(-c2ccc(F)cc2)c[nH]1)N1CCN(c2ccccn2)CC1 | -9.0
O=C(Cc1ccc(F)cc1F)N1CCC[C@H](Cc2nc(-c3cnccn3)no2)C1 | -5.0
O=C1CCc2cc(NC(=O)c3ccc(F)cc3)ccc2N1 | -2.0
CCN(CC)c1ccc(CNC(=O)CC(C)=NNC(=O)COc2ccc(C)cc2Br)cc1 | -0.6
O=C(NCc1ccnc(-c2ccsc2)c1)c1ccccc1Br | -10.0
Cn1c(=O)oc2ccc(S(=O)(=O)N3CCN(C(=O)c4cnn5c4CCCC5)CC3)cc21 | -6.0
COc1ccccc1OCc1nnc(-c2ccccc2Cl)o1 | -20.0
CCOc1ccccc1C(=O)N1CCN(C(=O)C2CC2c2ccc3c(c2)OCO3)CC1 (stereo unspecified) | 4.0
COCC(=O)N1CCCc2ccc(NS(=O)(=O)CCc3ccccc3)cc21 | 8.0
O=C(CSc1ccc(-c2ccc3c(c2)OCO3)nn1)Nc1ccc(F)cc1F | -10.0
COc1cccc(N2CC(C(=O)OC3CN(c4nc5c(F)cc(F)cc5s4)C3)CC2=O)c1 (stereo unspecified) | -16.0
COc1ccc(CC(=O)NCCS(=O)(=O)N2CCc3ccccc3C2)cc1OC | 7.0
CC(C)(C)OCC(O)CN(CCO)CCO (stereo unspecified) | -1.0
COc1ccccc1-c1cc(C(=O)N2CCc3nc(NC(=O)C4CC4)sc3C2)n(C)n1 | -3.0
COc1cc(C)c(C)cc1S(=O)(=O)Nc1ccc2c(c1)CCC(=O)N2 | -8.0
CC(=NO)C(C)(C)Nc1ccc(Br)cc1 | 0.7
O=C(CCC1CCCCC1)Nc1ccc(S(=O)(=O)Nc2ncccn2)cc1 | 3.0
O=C(c1ccc(Cl)s1)N1CCN(C[C@H](O)C2CC2)CC1 | -2.0
O=C(CSc1ncc(CO)n1CC(=O)NC1CC1)Nc1cc(C(F)(F)F)ccc1Cl | 9.0
Cc1cc(N2CCC(NC(=O)Cn3cnc(C)c(C)c3=O)CC2)n[nH]1 | -12.0
CCCCSc1nnc(CSc2ncccn2)n1-c1cccc(C(F)(F)F)c1 | 1.0
COc1ccc(CCNC(=O)CSc2nc(C)c(C)c(=O)[nH]2)cc1OC | -8.0
O=[N+]([O-])c1ccc(O)c(/C=N\Nc2ccccc2)c1 | 17.0
Cc1c(C=NO)c2ccccn2c1C(=O)c1ccc(F)cc1 | -13.4
CCOc1ccc(C(=O)NCCn2cc(SCC(N)=O)c3ccccc32)cc1 | -5.0

By substructure: those above with an aryl thioether with sulfur outside any ring (14)
SMILES | SSB-PriA inh
CCCCN(CC)S(=O)(=O)c1ccc2oc(-c3nc(-c4ccc(SC)cc4)no3)c(C)c2c1 | -4.0
Cc1nc(C)c(-c2ccc(SCC(N)=O)nn2)s1 | -14.0
Cc1cc(SCC(=O)Nc2nc(-c3ccccc3)ns2)nc2ccccc12 | -8.0&1.0
O=C(CSc1nc(=O)n(Cc2ccncc2)c2c1CCCC2)N1CCN(c2ccccc2)CC1 | -17.0
COc1ccc(C(=O)Nc2c(N)nc(SC)[nH]c2=O)cc1 | -1.0
Cc1ccc(-n2ncc3c(C)nnc(SCC(=O)Nc4ccc(C(N)=O)cc4)c32)cc1C | -5.0&-1.0
Cc1ccc(-c2csc3nnc(SCC(=O)Nc4nsc(-c5ccccc5)n4)n23)cc1C | 4.0
C/C(CSc1nc2ccccc2c(=O)n1-c1ccccc1)=N/O | 3.0
CCSc1ccccc1C(=O)Nc1nc(-c2ccc(OC)c(OC)c2)cs1 | 1.0
O=C(CSc1ccc(-c2ccc3c(c2)OCO3)nn1)Nc1ccc(F)cc1F | -10.0
O=C(CSc1ncc(CO)n1CC(=O)NC1CC1)Nc1cc(C(F)(F)F)ccc1Cl | 9.0
CCCCSc1nnc(CSc2ncccn2)n1-c1cccc(C(F)(F)F)c1 | 1.0
COc1ccc(CCNC(=O)CSc2nc(C)c(C)c(=O)[nH]2)cc1OC | -8.0
CCOc1ccc(C(=O)NCCn2cc(SCC(N)=O)c3ccccc32)cc1 | -5.0
